From PubChem BioAssay
NS5 inhibitors: flavivirus cap methylation enzyme inhibition – biochemical, confirmation dose response, primary screen (AID 588689); Dengue-2 NS5 methyltransferase capping enzyme assay, biochemical; higher % means a stronger effect; one-dose inhibition, % at 25 µM; IC50 in µM for titrated hits; actives 0.3% (n = 340,000); in the data active = a potency from the dose series
NS5 inhibitors pilot replicate: recorded beside NS5 inhibitors, whose call it bears; inhibition, %; measured here: pilot screen replicate inhibition
Numbers without * were called inactive. A portion of the library; the hit share may differ from the screen's.

Sample of the layout:
SMILES	NS5 inhibitors	others
N#CC1C(=O)NC(=O)CC12CCCCC2 (stereo unspecified)	1%
O=C(Cn1c(=O)cnc2ccccc21)Nc1cccc(S(=O)(=O)N2CCCCC2)c1	-13%

The listing, from the first entry:
SMILES	NS5 inhibitors	others
N#CC1C(=O)NC(=O)CC12CCCCC2 (stereo unspecified)	1%
O=C(Cn1c(=O)cnc2ccccc21)Nc1cccc(S(=O)(=O)N2CCCCC2)c1	-13%
COC(=O)C1CCN(C(=O)CSc2nc3nc(C)cc(C)n3n2)CC1	-4%
CC(=O)NC(CC(=O)Nc1cc(Cl)ccc1-n1cncn1)c1ccccc1 (stereo unspecified)	3%
C[C@@H]1COC(=O)[C@@H](Cc2ccc(F)cc2)C/C=C\C[C@@H](CC(=O)NCCO)C(=O)N1	1%	NS5 inhibitors pilot replicate=-1.8
CC1C(=O)N(Cc2cn(Cc3ccco3)nn2)CCS(=O)(=O)N1Cc1ccc(-c2ccc(Cl)c(Cl)c2)cc1 (stereo unspecified)	-2%
CN(C)CCCNC(=O)c1ccc(-c2cc(O)c3ncccc3c2)cc1	-1%
O=C(O)C(=Cc1ccccc1)Cc1ccccc1	5%
COc1ccc(NC(=O)N(C)C[C@@H]2OCc3cnnn3CCCC(=O)N([C@@H](C)CO)C[C@H]2C)cc1	-5%
COc1ccc2ccc(=O)oc2c1CC(=O)C(C)C	-6%
CSc1nc(N)nc2c1ncn2CC(=O)N[C@H](CO)Cc1c[nH]c2ccccc12	-6%	NS5 inhibitors pilot replicate=0.9
O=C(CCCCn1ccc(=O)[nH]c1=O)Nc1ccc(O)c(C(=O)O)c1	8%
Cc1csc2nc(COC(=O)CNC(=O)c3ccc(Cl)cc3)cc(=O)n12	3%
COc1ccc(S(=O)(=O)Nc2cccc3c2O[C@H](CN(C)Cc2ccncc2)[C@@H](C)CN([C@H](C)CO)C3=O)cc1	2%
CN(Cc1cccs1)C(=O)CN1C(=O)c2ccccc2S1(=O)=O	1%
Cc1occc1C(=O)NNC(=O)CN1C(=O)NC2(CCCCC2)C1=O	-10%
COc1cc(OC)nc(Oc2ccccc2C=O)n1	1%
CN(C(=O)COC(=O)c1ccc(S(=O)(=O)N2CCCCCC2)cc1)c1ccccc1	-4%
C[C@H](CO)N1C[C@H](C)[C@H](CN(C)CC2CCCCC2)Oc2ccc(NS(=O)(=O)c3ccc(F)cc3)cc2CC1=O	-1%
CNC[C@H]1Oc2c(NC(=O)C3CC3)cccc2C(=O)N([C@H](C)CO)C[C@@H]1C	5%
O=C(CSc1nnc(-c2ccccc2)o1)NC1CCCC1	0%
CCOC(=O)C1=C(O)C(=O)C(C(=O)OCC)C1 (stereo unspecified)	2%
COc1ccc(S(=O)(=O)NCC(c2cccs2)N2CCc3ccccc3C2)cc1 (stereo unspecified)	1%
O=C(CCl)N1CCN(S(=O)(=O)Cc2ccccc2)CC1	4%
COc1cccc(/C=C/C(=O)OCC(=O)Nc2cccc(S(=O)(=O)NC3=NCCCCC3)c2)c1	-12%

Four compounds out of the list, sorted by count of non-hydrogen atoms, ascending.
SMILES	NS5 inhibitors	others
COc1ccc2ccc(=O)oc2c1CC(=O)C(C)C	-6%
O=C(CCCCn1ccc(=O)[nH]c1=O)Nc1ccc(O)c(C(=O)O)c1	8%
CC1C(=O)N(Cc2cn(Cc3ccco3)nn2)CCS(=O)(=O)N1Cc1ccc(-c2ccc(Cl)c(Cl)c2)cc1 (stereo unspecified)	-2%
COc1ccc(S(=O)(=O)Nc2cccc3c2O[C@H](CN(C)Cc2ccncc2)[C@@H](C)CN([C@H](C)CO)C3=O)cc1	2%

The listing continues:
SMILES	NS5 inhibitors	others
CCOc1ccc(NC(=O)CN(C)C(=O)CSc2ccccc2)cc1OCC	1%
Cc1c(C)n2c(SCC(=O)N3CCCCCC3)nnc2[nH]c1=O	-5%
O=C(Cc1ccccc1[N+](=O)[O-])NCC(O)c1ccc2c(c1)OCO2 (stereo unspecified)	8%
CC(=O)C1CCC2C3CCC4CC(=O)CCC4(C)C3C(C)(O)CC12C (stereo unspecified)	-2%
COc1ccc(C(=O)NCC(C)(C)CNC(=O)c2ccc(OC)c(OC)c2)cc1OC	-3%
COc1ccc(S(=O)(=O)N(C)Cc2ccc3c(c2)OCCO3)cc1	1%
O=C(NNC(=O)c1cc(-c2ccccc2Cl)nc2ccccc12)c1csc(N2CCOCC2)n1	-5%
COc1ccc2[nH]c3c(c2c1)CCN1C(=O)C(CC(=O)NCCc2ccccn2)C[C@H](C(=O)N(C(C)C)C(C)C)[C@@]31C (stereo partly specified)	-2%	NS5 inhibitors pilot replicate=-2.4
O=C(Cc1cccc([N+](=O)[O-])c1)Nc1cccc(C(=O)N2CCCC2)c1	-6%
CCN(C[C@H]1N[C@@](CC)(C(=O)OC)[C@H]2C(=O)N(Cc3ccccc3)C(=O)[C@@H]12)C(C)=O	2%	NS5 inhibitors pilot replicate=-6.4
CCOC(=O)c1c(C)[nH]c(C(=O)NNC(=O)c2ccccc2F)c1C	-3%
FC(F)(F)c1nc2nc(Cl)c(Cl)nc2[nH]1	2%
Nc1ccc2c(c1)Cc1cc(Cl)c(Cl)cc1-2	14%
O=C(CCSCCC(=O)NN=Cc1cccc(Cl)c1)NN=Cc1cccc(Cl)c1	2%
CCn1c(C)nc2cc(C(=O)NNC(=O)c3ccc(C)cc3)ccc21	3%
Cc1ccc(S(=O)(=O)N2CCN(CC(=O)NC(C)c3ccccc3)CC2)cc1 (stereo unspecified)	-6%
CC(NC(=O)CSc1nc(C2CC2)n(-c2ccccc2)n1)c1ccco1 (stereo unspecified)	-9%
CSCCC1NC(=O)N(CC(=O)Nc2ccc(Cl)c(S(=O)(=O)N3CCOCC3)c2)C1=O (stereo unspecified)	-13%
CCOC(=O)N1Cc2cc3ccccc3nc2C1	1%
COc1cc2nc3n(c(=O)c2cc1OC)-c1cc2ccccc2cc1C(=O)NC3Cc1ccccc1 (stereo unspecified)	-3%
C[C@@H](NC(=O)C[C@@H]1C[C@@H]2c3cc(NS(=O)(=O)c4ccc(F)cc4)ccc3O[C@@H]2[C@@H](CO)O1)c1ccccc1	-3%
COc1ccc(C)cc1-n1nnnc1SCC(=O)NC1CCS(=O)(=O)C1 (stereo unspecified)	3%
CC(C)(C)C(CCl)C(=O)NN=C(c1ccccc1)c1ccccc1 (stereo unspecified)	6%
Cc1ccc(S(=O)(=O)CCC(=O)OC2CC(C)OC2=O)cc1 (stereo unspecified)	1%
O=C(NC(CC(=O)N1CCN(c2ccccc2)CC1)c1ccccc1)c1ccccc1 (stereo unspecified)	-10%

Retrieved by compound from above (4):
SMILES	NS5 inhibitors	others
COc1ccc(C(=O)NCC(C)(C)CNC(=O)c2ccc(OC)c(OC)c2)cc1OC	-3%
CSCCC1NC(=O)N(CC(=O)Nc2ccc(Cl)c(S(=O)(=O)N3CCOCC3)c2)C1=O (stereo unspecified)	-13%
O=C(CCSCCC(=O)NN=Cc1cccc(Cl)c1)NN=Cc1cccc(Cl)c1	2%
CC(NC(=O)CSc1nc(C2CC2)n(-c2ccccc2)n1)c1ccco1 (stereo unspecified)	-9%

More records follow.
SMILES	NS5 inhibitors	others
Cc1ccc(CN2CC(C(=O)Nc3ncc(C)s3)CC2=O)cc1 (stereo unspecified)	-4%
Cc1cc(C)c2cc(C#N)c(NCCCNC(=O)c3cccnc3)nc2c1	-1%
N#CC1(NC(=O)COC(=O)c2cc([N+](=O)[O-])ccc2N2CCCC2)CCCCC1	-3%
COc1ccc(-n2ncc(C(C)NS(=O)(=O)c3cc(C)sc3C)c2C)cc1 (stereo unspecified)	-2%
CCN1CCN(c2ccc(N3CCN(S(=O)(=O)c4cccc([N+](=O)[O-])c4)CC3)nn2)CC1	7%
COc1ccc(C(=O)COC(=O)CCn2c(C)csc2=O)c(OC)c1	-4%
O=C(CN1C(=O)NC2(CCc3ccccc32)C1=O)NCCc1ccccc1 (stereo unspecified)	-1%
N#CCCN(C(=O)CSc1nnc(-c2ccncc2)n1C1CC1)c1ccccc1	-3%
CCN(CC(=O)Nc1cc(C)on1)CC(=O)Nc1ccccc1C(F)(F)F	-7%
CC(C)(C)c1ccc(NC(=O)C2=CC=CN3CCS(=O)(=O)N=C23)cc1	0%
COc1ccc(C2CC(c3cccs3)=NN2C(=O)CCCC(=O)O)cc1OC (stereo unspecified)	3%
FC(F)Oc1ccc(C2=Nn3c(nnc3-c3ccccc3Cl)SC2)cc1OCC1CC1	0%
Cn1c(=O)c2[nH]c(CCCc3nc4ccccc4[nH]3)nc2n(C)c1=O	1%
Cn1ncc2c(NCCc3ccccc3)nc(Cl)nc21	6%
COc1ccccc1C(=O)NCC(=O)OC(C)C(=O)NC1CCCCC1C (stereo unspecified)	3%
CCC1(C)NC(=O)N(CC(=O)N2CCN(c3cccc(Cl)c3)CC2)C1=O (stereo unspecified)	0%
Cc1ccc(NC(=O)CSCC(=O)Nc2ccccc2C(=O)NC2CC2)cc1	0%
Cc1ccc(S(=O)(=O)N2CCN(C(=O)COC(=O)c3ccc(Br)o3)CC2)c(C)c1	0%
CSc1ccc(/C=C/C(=O)OCC(=O)N2CCc3ccccc32)cc1	-3%
Cc1noc(C)c1S(=O)(=O)N(C)C[C@H]1Oc2c(NC(=O)NC(C)C)cccc2C(=O)N([C@H](C)CO)C[C@@H]1C	-10%
O=C(COC(=O)c1ccc([N+](=O)[O-])s1)c1ccc[nH]1	6%
COC(=O)[C@@]12CCCCN1[C@H](c1ccc(-c3cccc(Cl)c3)c(OC)c1)[C@@H]1C(=O)N(C)C(=O)[C@@H]12	-4%
COCOCCn1cc(CN2CCS(=O)(=O)N(Cc3ccc(-c4ccncc4)cc3)C(C(C)C)C2=O)nn1 (stereo unspecified)	-3%
CCCC#Cc1cnc2c(c1)C(=O)N([C@H](C)CO)C[C@@H](C)[C@@H](CN(C)C(=O)Nc1cccc(F)c1)O2	-7%
Cn1cccc1C(=O)OCC(=O)NCc1ccc2c(c1)OCO2	-1%
(continued)
SMILES	NS5 inhibitors	others
O=C(CCc1nc2sc3c(c2c(=O)[nH]1)CCCC3)Nc1ccccc1Cl	-7%
O=C(CCNC(=O)c1ccc([N+](=O)[O-])cc1)NNC(=O)c1ccccc1F	-7%
Cn1c(N)c(N2CCCCC2)c(=O)n(CC(=O)Nc2cccc(C#N)c2)c1=O	0%
CCCNC(=O)c1ccc(N2CCC3(CC2)CC(c2cccc(Br)c2)=NO3)c(NC(=O)c2ccco2)c1	2%
C=CCN(Cc1ccc(Cl)s1)C(=O)CNC(=O)CNC(=O)c1ccc(Cl)cc1Cl	-10%
O=C(Nc1ccncc1)c1cc(S(=O)(=O)N2CCCC2)ccc1Cl	7%
O=C(OCC(=O)N1CCN(c2ccccc2)CC1)c1cccc([N+](=O)[O-])c1	5%
O=C1OC[C@@H]2CCCN2C(=O)[C@@H](CC(=O)N(CCO)Cc2ccccc2)C/C=C\CC[C@H]1Cc1ccc(F)cc1	2%
O=[N+]([O-])c1ccc(Cl)c(S(=O)(=O)Nc2cccc(-c3ccc(N4CCOCC4)nn3)c2)c1	5%
Cc1ccc([C@H]2C[C@@H](n3cc(-c4ccc(F)cc4)nn3)[C@H](O)CN2C(=O)C2CCCCC2)cc1	-12%
COC(=O)C1C2OC(C(Br)C2Br)C1C(=O)OC (stereo unspecified)	3%
Cc1csc(=O)n1CC(=O)OCc1nnc(-c2ccc(Cl)cc2)o1	-6%
CCOC(=O)C1CCN(C(=O)COC(=O)CSc2ccc([N+](=O)[O-])cc2)CC1	2%
CC(C)c1ccc(NC(=O)COC(=O)Cn2cnc3c2c(=O)n(C)c(=O)n3C)cc1	-5%
COCCNC(=O)c1onc(CS(=O)(=O)c2cc(C)cc(C)c2)c1C(=O)NCCOC	0%
N#CCC(=O)Nc1ccc(C(=O)OCC(=O)Nc2sc3c(c2C#N)CCCC3)cc1	-16%
COc1cc(-c2ccc3oc(-c4cccc(C)c4)c(C#CC4(O)CCCCC4)c3c2)cc(OC)c1OC	1%
O=C(COC(=O)c1ccco1)Nc1nnc(-c2ccccc2)o1	-10%
COc1ccc(NC(=O)N(C)C[C@H]2Oc3cc(Br)ccc3S(=O)(=O)N([C@H](C)CO)C[C@@H]2C)cc1	-1%
COc1ccc(NS(=O)(=O)c2cccc(C(=O)N3CCCC3)c2)cc1	-1%
O=C(C[C@@H]1C[C@@H]2c3cc(NC(=O)C4CCOCC4)ccc3O[C@@H]2[C@H](CO)O1)NCc1ccccn1	9%
O=C(CC1CC2CCC1C2)N1CCN(S(=O)(=O)c2ccccc2F)CC1 (stereo unspecified)	-1%
CN(Cc1ccccc1)C(=O)c1cccc(NC(=O)Cc2ccc(NC(=O)C3CCN(C(=O)CCc4ccccc4)CC3)cc2)c1	-2%	NS5 inhibitors pilot replicate=-1.5
Cc1cc(NC(=O)CSCC(=O)N(C)Cc2ccc(Cl)cc2Cl)no1	-2%
Cc1cc(=O)oc2cc(O)cc(O)c12	1%
O=C1C=C(c2cc3ccccc3s2)C[C@@H](c2ccc3c(c2)OCO3)C1	-1%
C=CC(=O)Nc1cccc(Nc2nc(N[C@H]3CC[C@H](N(C)C)CC3)nc3c2ncn3C(C)C)c1	-8%
O=C(COC(=O)c1nn(-c2ccccc2C(F)(F)F)cc1O)c1ccc(OC(F)F)cc1	-1%
Cc1ccc(NC(=O)C(C)OC(=O)/C=C/c2ccccc2)cc1S(=O)(=O)N1CCOCC1 (stereo unspecified)	0%
